Compound activity as filed in PubChem.
NR2E3 ag-1 – NR2E3 agonists in two-hybrid cells, primary screen, cell-based, luminescence, CHO-S, Gal4-NCOR/VP16-NR2E3 | Photoreceptor-specific nuclear receptor (Homo sapiens), Q9Y5X4 | luciferase | inhibition of corepressor binding, % at 3.98 µM | 360,000 compounds, 0.35% hits | AID 602229, 2012;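 active means inhibition above the mean of all tested compounds plus 3 SD, cut at about 70% in these data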;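 further: 0% = DMSO with NR2E3 transfected cells and 100% = cells lacking NR2E3 construct; higher means lower luciferase signal from less NR2E3 corepressor binding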
Target sequence (Q9Y5X4 whole entry, looked up, the tested form may be a part): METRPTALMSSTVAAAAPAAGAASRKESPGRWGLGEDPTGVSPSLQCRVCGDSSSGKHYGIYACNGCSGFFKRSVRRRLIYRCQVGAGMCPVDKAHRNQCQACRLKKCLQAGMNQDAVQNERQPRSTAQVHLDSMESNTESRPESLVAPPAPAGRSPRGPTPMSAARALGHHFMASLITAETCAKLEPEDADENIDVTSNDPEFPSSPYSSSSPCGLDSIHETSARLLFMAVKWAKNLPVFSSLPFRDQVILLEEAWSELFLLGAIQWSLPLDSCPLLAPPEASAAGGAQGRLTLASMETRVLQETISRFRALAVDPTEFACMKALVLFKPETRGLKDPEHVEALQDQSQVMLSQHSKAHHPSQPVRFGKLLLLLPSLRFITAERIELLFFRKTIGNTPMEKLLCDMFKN
Peg3 promoter – Peg3 promoter-driven luciferase inhibitors, primary screen, cell-based, HeLa, luciferase luminescence; 360,000 compounds, 1.7% hits; HeLa PEG-Prom luciferase reporter, overnight; AID 588405, 2011; inhibition, % at 20 µM;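 active means inhibition of at least 50% at 20 µM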
TRAIL sens C8 – viability loss with TRAIL in NB7+C8 cells, primary screen, TRAIL sensitizer project, cell-based, ATPlite luminescence; inhibition (viability loss, TRAIL sensitization), % at 10 µM; 360,000 compounds, 1% hits; AID 624354, 2012;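 active means compounds causing at least 50% loss of cell viability in the single-dose screen, relative to plate controls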
HIF-2a inh – HIF-2a reporter inhibitors, primary screen, luminescence, 786-0 RCC cells. inhibition, % at 18.8 µM. 786-0 RCC cells HIF-2a reporter, luciferase luminescence, overnight. 360,000 compounds, 0.72% hits;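 active means inhibition of the luminescence signal of 40% or more relative to plate controls, in a single-dose primary screen at 18.75 µM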
KKLEB cytotox – cytotoxicity in KKLEB CF airway cells, primary screen, cytotoxicity control for CF NF-kB inhibitor project, cell-based, uHTS, fluorescence assay plates; activity change (cytotoxicity), % at 5 µM; KKLEB CF airway cells viability, ATPlite luminescence, overnight; active compounds read low; cells stimulated with P. aeruginosa culture filtrate; 360,000 compounds, 0.36% hits;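 active means corrected activity change at or below -50% at 5 µM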
TWEAK Fn14 block – inhibitors of TWEAK-Fn14 signaling, primary screen, luciferase reporter cells, uHTS | AID 1159606, 2016 | inhibition, % at 10 µM | TWEAK-stimulated Fn14 reporter cells, luciferase luminescence, 8 h | 360,000 compounds, 2% hits; in the data active means inhibition above about 50%
CF NFkB inh – inhibitors of PAF-induced NF-kB signaling, primary screen, cell-based, GFP fluorescence, uHTS | KKLEB NF-kB-GFP reporter, GFP fluorescence overnight | inhibition, % at 5 µM | 360,000 compounds, 0.86% hits;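 active means at least 50% inhibition at 5 µM, scaled per plate between neutral and stimulator controls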;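 further: PAF is a Pseudomonas aeruginosa culture filtrate used as stimulus; plate controls were PAF-stimulated DMSO wells for no effect and unstimulated DMSO wells for full effect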
TRPM1 prom inh – inhibitors of MITF-dependent TRPM1 promoter reporter, primary screen, cell-based, SK-MEL-5, single point, luciferase; SK-MEL-5 TRPM1 promoter luciferase, 24 h; inhibition, % at 12.5 µM; 330,000 compounds, 0.83% hits;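 active means mean inhibition across replicates of 60% or more, whatever share of single replicates reaches that level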; further: values of inactives mirror those of a sister screen read the other way
TROY signal inh – inhibitors of TROY-driven NF-kB signaling, primary screen, Q293 LMP1-TROYcd cells, NF-kB luciferase, uHTS | Q293 LMP1-TROYcd NF-kB luciferase reporter, 4 h | inhibition, % at 10 µM | 360,000 compounds, 0.98% hits | AID 1347056, 2019;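 active means compounds whose plate-normalised and pattern-corrected inhibition of the luciferase reporter signal at the single screening dose is 50% or more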
NR2E3 ag-2 – inhibitors of NR2E3-RetCOR corepressor binding, primary screen, NR2E3 agonist project, biochemical, TR-FRET, GST-NR2E3, biotin-RetCOR. 1536-well. inhibition of corepressor binding, % at 4.78 µM. 320,000 compounds, 0.12% hits. AID 2300, 2010;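 active means percent inhibition above the cutoff of mean plus 3 SD of all tested compounds, set per screening campaign, cut at about 20% in these data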;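 further: 0% = DMSO wells and 100% = biotin wells as full block of FRET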
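Test system – NR2E3–RetCOR corepressor complex · Quantity – NR2E3 fusion 1.35 nM · Buffer or medium – Tris pH 7.5 · Incubation – Compound–protein incubation for 5 h at 4 °C · Technique – TR-FRET, Eu(K)-anti-GST donor, streptavidin-D2 acceptor, ex 340, em 617/671 nm · Evaluation – percent inhibition of 671/617 nm emission ratio versus biotin and DMSO controls · Plate – 1536-well format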
Shn3 3UTR inh – reduction of Shn3 3'UTR firefly luciferase signal, primary screen, Schnurri-3 inhibitor project, cell-based, Clone20 osteoblasts, set 2; Clone20 osteoblast Shn3 3'UTR firefly luciferase, 24 h; inhibition, % at 12.5 µM; 360,000 compounds, 0.52% hits; AID 588674, 2011;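 active means mean inhibition of at least 75% with every replicate also reaching 75%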;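 further: 0% = median of neutral control wells and 100% = pilot-screen positive control compound; some compounds past the cut are filed as inactive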
* marks the source's active call; other numbers are inactive results. This is a subset; the hit share may differ from the screen's.

Screening O=C(COC(=O)c1ccc2c(c1)OCCO2)Nc1ccc(F)cc1F returned NR2E3 ag-1 0, Peg3 promoter -3, TRAIL sens C8 -8, HIF-2a inh 1, KKLEB cytotox 17, TWEAK Fn14 block -4, CF NFkB inh -11, TRPM1 prom inh -1, TROY signal inh 1 and Shn3 3UTR inh 4.
For CC1CCN(S(=O)(=O)c2ccc3ncn(CC(=O)N4CCN(C)CC4)c(=O)c3c2)CC1 the results were NR2E3 ag-1 23, Peg3 promoter 3, TRAIL sens C8 9, HIF-2a inh 10, KKLEB cytotox 2, TWEAK Fn14 block 12, CF NFkB inh 6, TRPM1 prom inh -16, TROY signal inh -8, NR2E3 ag-2 2 and Shn3 3UTR inh -8.
Screening COCc1ccc(C(=O)N2CCCC(Nc3ccc(F)c(F)c3)C2)s1 (stereo not drawn) returned NR2E3 ag-1 -18, Peg3 promoter 11, TRAIL sens C8 6, HIF-2a inh -5, KKLEB cytotox 3, TWEAK Fn14 block -4, CF NFkB inh -7, TRPM1 prom inh 9, TROY signal inh 14, NR2E3 ag-2 0 and Shn3 3UTR inh 1.
`C/C(N)=C(/C#N)C(=O)COC(=O)c1cccc(O)c1` gave NR2E3 ag-1 -22, Peg3 promoter -35, TRAIL sens C8 -12, HIF-2a inh -78, KKLEB cytotox 4, TWEAK Fn14 block 3, CF NFkB inh 7, TRPM1 prom inh -16, TROY signal inh -29, NR2E3 ag-2 2 and Shn3 3UTR inh -4.
Screening CC1Sc2ccc(S(=O)(=O)CCC(=O)N(C)Cc3ccco3)cc2NC1=O (stereo not drawn) returned NR2E3 ag-1 -24, Peg3 promoter 1, TRAIL sens C8 -7, HIF-2a inh 8, KKLEB cytotox 7, TWEAK Fn14 block 0, CF NFkB inh 1, TRPM1 prom inh -6, TROY signal inh -4, NR2E3 ag-2 3 and Shn3 3UTR inh 28.
Screening Cc1ccc(C(=O)NN2CC(O)=C(c3nc(-c4cccc([N+](=O)[O-])c4)cs3)C2=N)cc1 returned NR2E3 ag-1 -1, Peg3 promoter -3, TRAIL sens C8 0, HIF-2a inh -22, KKLEB cytotox 6, TWEAK Fn14 block -49, CF NFkB inh -14, TRPM1 prom inh 6, TROY signal inh -15, NR2E3 ag-2 5 and Shn3 3UTR inh 5.
For CNS(=O)(=O)c1ccc(C(=O)NCC(=O)NCCc2ccc3c(c2)OCCO3)cc1 the results were NR2E3 ag-1 -2, Peg3 promoter 3, TRAIL sens C8 -4, HIF-2a inh -2, KKLEB cytotox -2, TWEAK Fn14 block 8, CF NFkB inh 4, TRPM1 prom inh 3, TROY signal inh -6, NR2E3 ag-2 2 and Shn3 3UTR inh -28.
For O=S(=O)(c1ccc(N2CCN(Cc3ccccc3)CC2)nc1)N1CCCC1 the results were NR2E3 ag-1 22, Peg3 promoter 3, TRAIL sens C8 15, HIF-2a inh 8, KKLEB cytotox 1, TWEAK Fn14 block -4, CF NFkB inh -11, TRPM1 prom inh 3, TROY signal inh 13, NR2E3 ag-2 -2 and Shn3 3UTR inh 9.
O=c1ccc(NS(=O)(=O)c2ccccc2)cn1Cc1ccc(Cl)c(Cl)c1 was read as NR2E3 ag-1 7, Peg3 promoter 10, TRAIL sens C8 -13, HIF-2a inh 0, KKLEB cytotox -4, TWEAK Fn14 block -4, CF NFkB inh -13, TRPM1 prom inh 6, TROY signal inh 22, NR2E3 ag-2 1 and Shn3 3UTR inh -11.
For Cc1cccc(NC(=O)C2CC(O)CN2C(=O)Oc2ccccc2)c1 (stereo not drawn) the results were NR2E3 ag-1 -22, Peg3 promoter 5, TRAIL sens C8 18, HIF-2a inh 10, KKLEB cytotox -4, TWEAK Fn14 block 10, CF NFkB inh -5, TROY signal inh 6, NR2E3 ag-2 1 and Shn3 3UTR inh -15.
CC1(C)C(/C=C/C=C/C=C/C=C2\N(CCCCS(=O)(=O)O)c3ccc4ccccc4c3C2(C)C)=[N+](CCCCS(=O)(=O)[O-])c2ccc3ccccc3c21 was read as NR2E3 ag-1 -27, Peg3 promoter 30, TRAIL sens C8 7, HIF-2a inh 5, KKLEB cytotox 27, TWEAK Fn14 block 55*, CF NFkB inh 7, TRPM1 prom inh 21, TROY signal inh 10, NR2E3 ag-2 27* and Shn3 3UTR inh -8.
CCOc1cc(C2C3=C(CC(C)(C)CC3=O)N(CCCOC)C3=C2C(=O)CC(C)(C)C3)ccc1O was read as NR2E3 ag-1 -23, Peg3 promoter 2, TRAIL sens C8 -2, HIF-2a inh 14, KKLEB cytotox -10, TWEAK Fn14 block 1, CF NFkB inh -1, TRPM1 prom inh 7, TROY signal inh 15 and Shn3 3UTR inh 23.
For COc1cccc(NC(=O)CN(C)C(=O)c2ccc(S(=O)(=O)Nc3ccccc3F)cc2)c1 the results were NR2E3 ag-1 -1, Peg3 promoter -1, TRAIL sens C8 13, HIF-2a inh -1, KKLEB cytotox 6, TWEAK Fn14 block -4, CF NFkB inh 15, TRPM1 prom inh -4, TROY signal inh -23 and Shn3 3UTR inh 2.
Screening S=C(Nc1ccccc1)N(CCN1CCOCC1)Cc1cccc(Cl)c1 returned NR2E3 ag-1 -18, Peg3 promoter 21, TRAIL sens C8 -6, HIF-2a inh 13, KKLEB cytotox -1, TWEAK Fn14 block -1, CF NFkB inh -9, TRPM1 prom inh -2, TROY signal inh 1, NR2E3 ag-2 1 and Shn3 3UTR inh 3.
For COc1nn(CC(=O)N2N=C(C(F)F)CC2(O)C(F)F)cc1[N+](=O)[O-] (stereo not drawn) the results were NR2E3 ag-1 0, Peg3 promoter -7, TRAIL sens C8 5, HIF-2a inh 14, KKLEB cytotox 0, TWEAK Fn14 block -8, CF NFkB inh 3, TRPM1 prom inh 10, TROY signal inh 7, NR2E3 ag-2 -1 and Shn3 3UTR inh -14.
For O=[N+]([O-])c1ccc(-c2nc(NCc3ccccc3)c3ccccc3n2)cc1 the results were NR2E3 ag-1 16, Peg3 promoter -28, TRAIL sens C8 9, HIF-2a inh -154, KKLEB cytotox -45, TWEAK Fn14 block -35, CF NFkB inh 17, TRPM1 prom inh -5, TROY signal inh -66, NR2E3 ag-2 -3 and Shn3 3UTR inh 12.
`Cc1ccc(S(=O)(=O)NCc2cn3ccccc3n2)c(C)c1` gave NR2E3 ag-1 -17, Peg3 promoter 7, TRAIL sens C8 -3, HIF-2a inh -3, KKLEB cytotox 6, TWEAK Fn14 block -9, CF NFkB inh 13, TRPM1 prom inh 1, TROY signal inh 8, NR2E3 ag-2 0 and Shn3 3UTR inh -10.
O=C(NC(=S)N1CCN(c2ccc(F)cc2)CC1)c1ccccc1 was read as NR2E3 ag-1 -12, Peg3 promoter 1, TRAIL sens C8 4, HIF-2a inh 16, KKLEB cytotox 8, TWEAK Fn14 block 2, CF NFkB inh -20, TROY signal inh -13 and Shn3 3UTR inh 11.
Screening COc1ccccc1N1CCN(C2CCN(S(=O)(=O)c3ccc4ccccc4c3)CC2)CC1 returned NR2E3 ag-1 30, Peg3 promoter 10, TRAIL sens C8 -1, HIF-2a inh 12, KKLEB cytotox -6, TWEAK Fn14 block 27, CF NFkB inh 8, TRPM1 prom inh 8, TROY signal inh 10, NR2E3 ag-2 1 and Shn3 3UTR inh 28.
CCCN1CCC(=O)N([C@H](CSc2ccccc2)CC(C)C)CC1 was read as NR2E3 ag-1 -48, Peg3 promoter -250, TRAIL sens C8 8, HIF-2a inh -246, KKLEB cytotox 6, TWEAK Fn14 block 7, CF NFkB inh -6, TRPM1 prom inh -84, TROY signal inh 13, NR2E3 ag-2 0 and Shn3 3UTR inh -76.
For COC(=O)c1[nH]c2cc(OC)ccc2c1NC(=O)CCN1CCN(c2cccc(C)c2C)CC1 the results were NR2E3 ag-1 10, Peg3 promoter 20, TRAIL sens C8 6, HIF-2a inh 2, KKLEB cytotox -6, TWEAK Fn14 block -43, CF NFkB inh -5, TRPM1 prom inh 1, TROY signal inh 6, NR2E3 ag-2 2 and Shn3 3UTR inh 4.
For O=C(c1sc2ccccc2c1Cl)N(Cc1cccs1)C1CCS(=O)(=O)C1 (stereo not drawn) the results were NR2E3 ag-1 -8, Peg3 promoter 2, TRAIL sens C8 11, HIF-2a inh -4, KKLEB cytotox 17, TWEAK Fn14 block -36, CF NFkB inh 0, TRPM1 prom inh -4, TROY signal inh -6, NR2E3 ag-2 3 and Shn3 3UTR inh 33.
For Cc1ccc(C2OC3=C(C(=O)CC(C)(C)C3)C(N)=C2C#N)o1 (stereo not drawn) the results were NR2E3 ag-1 -9, Peg3 promoter 16, TRAIL sens C8 1, HIF-2a inh 17, KKLEB cytotox -3, TWEAK Fn14 block 16, CF NFkB inh -9, TRPM1 prom inh 8, TROY signal inh 14, NR2E3 ag-2 3 and Shn3 3UTR inh 14.
`COc1ccc(-c2cc(C(F)(F)F)nc(SCC(=O)NCCN3CCOCC3)n2)cc1OC` gave NR2E3 ag-1 14, Peg3 promoter 11, TRAIL sens C8 -15, HIF-2a inh -6, KKLEB cytotox -8, TWEAK Fn14 block -9, CF NFkB inh 7, TRPM1 prom inh 11, TROY signal inh 10, NR2E3 ag-2 2 and Shn3 3UTR inh -5.
`O=C(Nc1ccccc1F)c1cccc(C(=O)Nc2ccccc2F)c1` gave NR2E3 ag-1 -19, Peg3 promoter -10, TRAIL sens C8 -6, HIF-2a inh -23, KKLEB cytotox 11, TWEAK Fn14 block -20, CF NFkB inh -13, TRPM1 prom inh -13, TROY signal inh -33, NR2E3 ag-2 -1 and Shn3 3UTR inh -12.
